From PubChem BioAssay
NR3A LBD binder: modulators (binders) of human NR3A ligand-binding domain. 340,000 compounds, 2.5% hits. AID 1259313. Tm shift relative to glycine control, % at 25 µM. NR3A LBD differential scanning fluorimetry, Tm shift; 0% = protein alone, 100% = glycine-bound protein;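 active = melting temperature shift of at least 10% of the positive control shift, at one fixed dose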
ATG4B inh: inhibitors of human ATG4B cysteine protease; 340,000 compounds, 0.51% hits; Q9Y4P1; ATG4B cleavage of LC3-PLA2, NBD-HPC fluorescence, 1 h; inhibition, % at 8.33 µM; in the data active = inhibition above about 40%
MPTP block: blocks calcium-induced mitochondrial swelling; inhibition, % at 10 µM; isolated mouse mitochondria, Ca2+ swelling absorbance, 30 min; AID 602449; 360,000 compounds, 1.4% hits;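 active = inhibition of 50% or more, scaled per plate between neutral and stimulator controls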;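 also: 0% = DMSO wells given calcium and 100% = 1 mM EGTA wells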
SENP8 block: inhibitors of human SENP8 protease; AID 602440; 360,000 compounds, 0.64% hits; recombinant SENP8, Nedd8 substrate fluorescence; inhibition, % at 20 µM; in the data active = inhibition mostly above about 40%, no sharp cut-off; inactive = mostly below about 27%
Target sequence (Q96LD8 whole entry, looked up): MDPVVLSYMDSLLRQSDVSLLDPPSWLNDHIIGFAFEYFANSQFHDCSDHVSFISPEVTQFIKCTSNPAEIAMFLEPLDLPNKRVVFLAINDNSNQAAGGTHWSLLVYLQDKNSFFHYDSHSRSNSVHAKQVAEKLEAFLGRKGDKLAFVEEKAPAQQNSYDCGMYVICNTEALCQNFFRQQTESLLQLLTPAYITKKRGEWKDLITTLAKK
PfGluPho inh: PfG6PD (Plasmodium falciparum) enzyme inhibition | AID 504690 | inhibition, % at 20 µM | 350,000 compounds, 0.78% hits | PfGluPho enzyme, NADPH resazurin-diaphorase fluorescence;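 active = inhibition reaching at least a set limit at 20 µM in the primary screen, cut at about 59% in these data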;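 also: 0% = DMSO wells with substrate and 100% = DMSO wells lacking glucose-6-phosphate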
SENP6 inh: inhibitors of human SENP6 protease; Q9GZR1; Recombinant SENP6 catalytic domain, aminoluciferin luminescence; inhibition, % at 10 µM; 330,000 compounds, 1.8% hits; AID 2599;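 active = inhibition above about 50% at the single tested dose, limit read from the data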;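 also: plate controls were DMSO wells with enzyme for no effect and DMSO wells lacking enzyme for full effect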
Target sequence (Q9GZR1 628-1112 limits assumed): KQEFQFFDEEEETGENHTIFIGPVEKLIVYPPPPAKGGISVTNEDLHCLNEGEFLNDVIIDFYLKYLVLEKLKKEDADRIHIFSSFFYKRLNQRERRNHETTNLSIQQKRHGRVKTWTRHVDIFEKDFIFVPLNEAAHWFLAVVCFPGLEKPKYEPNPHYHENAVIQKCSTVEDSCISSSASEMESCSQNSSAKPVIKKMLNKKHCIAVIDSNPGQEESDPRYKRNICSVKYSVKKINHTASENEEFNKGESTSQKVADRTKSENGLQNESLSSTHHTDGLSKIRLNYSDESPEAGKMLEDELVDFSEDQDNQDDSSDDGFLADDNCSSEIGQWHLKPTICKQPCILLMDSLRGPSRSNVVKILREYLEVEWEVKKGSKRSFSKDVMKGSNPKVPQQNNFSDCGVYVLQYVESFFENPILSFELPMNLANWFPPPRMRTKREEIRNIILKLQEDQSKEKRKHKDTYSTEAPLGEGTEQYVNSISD
HKDC1 inhibitor: blocks human hexokinase HKDC1 activity; Q2TB90; recombinant HKDC1, G6PDH/diaphorase resazurin coupled fluorescence; inhibition, % at 20 µM; 340,000 compounds, 0.16% hits;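 active = inhibition above about 35% when tested at 20 µM, limit read from the data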;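 also: plate controls were DMSO wells with enzyme for no effect and DMSO wells lacking enzyme for full effect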
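System: Recombinant HKDC1 hexokinase | Amount: HKDC1 at 5 µg/mL | Reagent: Glucose with 1 mM ATP | Doses: Single 20 µM dose | Incubation: Reaction time 90 min, room temperature, protected from light | Signal: Coupled resazurin fluorescence, excitation 525 nm, emission 613 nm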
SENP7 inh: inhibitors of human SENP7 protease; recombinant SENP7, Z-RLRGG-aminoluciferin luminescence, 40 min; 330,000 compounds, 1.5% hits; Q9BQF6; inhibition, % at 5 µM; AID 434973;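 active = inhibition above about 50% at the single test dose, limit read from the data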;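 also: plate controls were DMSO with enzyme for no effect and no enzyme buffer wells for full effect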
Target sequence (Q9BQF6 706-1050 limits assumed): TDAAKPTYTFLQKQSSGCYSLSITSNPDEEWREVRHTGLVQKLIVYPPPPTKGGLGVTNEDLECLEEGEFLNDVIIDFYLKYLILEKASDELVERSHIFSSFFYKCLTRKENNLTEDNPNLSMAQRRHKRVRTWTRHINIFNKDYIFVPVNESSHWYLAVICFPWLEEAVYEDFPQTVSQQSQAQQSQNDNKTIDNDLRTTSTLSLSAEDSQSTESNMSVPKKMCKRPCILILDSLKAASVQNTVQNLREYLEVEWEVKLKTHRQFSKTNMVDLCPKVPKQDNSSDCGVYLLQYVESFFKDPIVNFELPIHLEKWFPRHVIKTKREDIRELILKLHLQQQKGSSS
Active calls of the source: *; i = inactive; / = no result given.

SMILES	NR3A LBD binder	ATG4B inh	MPTP block	SENP8 block	PfGluPho inh	SENP6 inh	HKDC1 inhibitor	SENP7 inh
CSc1ccc(/C=C/C(=O)OCC(=O)N2CCN(S(=O)(=O)c3ccc(C)cc3C)CC2)cc1	-3	-2	0.8	i	-6	8	-9	10
COC(=O)CN1CCN(C(c2ccccc2)c2ccccc2)CC1	0	2	1.2	27	-2	-3	-5	3
CCOC(=O)N1CCN(C(=O)C(c2ccccc2)c2ccccc2)CC1	-3	-4	-2.3	11	9	8	-5	5
O=C(c1ccc2nc(Cc3cccc(Cl)c3)oc2c1)N1CCC(CO)CC1	-2	3	-0.2	21	-1	-2	-5	1
CC(C)(C)NC(=O)NC(=O)CN1c2cccc3cccc(c23)S1(=O)=O	-5	-3	0.2	-315	-2	3	5	0
COc1cc(OC)cc(C(=O)N[C@H](C(=O)Nc2cc(C)cc(C)c2)C(C)C)c1	2	-1	-0.6	21	3	35	-5	5
Cc1ccnc(NC(=O)CCC(=O)N(CC(=O)NCCc2ccccc2)Cc2cccs2)c1	-2	-7	2.4	9	19	-4	-12	-2
COC(=O)c1sc2ccccc2c1-n1cccc1C(=O)C(=O)Nc1ccccc1	0	6	4.5	16	-15	-1	0	0
CCN1CCN(C(CNS(=O)(=O)c2ccc(C)cc2)c2ccccc2)CC1 (stereo unspecified)	1	8	-0.5	2	-5	0	-6	-8
Cc1cccc(NC(=O)CNC(=O)c2ccc(-n3cncn3)c([N+](=O)[O-])c2)c1C	1	-2	-1.0	-1	-5	4	2	1
COc1ccc(S(=O)(=O)N/N=c2\oc3c(OC)cccc3cc2S(=O)(=O)c2ccc(C)cc2)cc1OC	-5	-11	1.0	9	20	-5	-4	-11
COCCCNC(=S)N1CCN(c2ccccc2)CC1	-3	-1	-2.8	13	7	-10	-10	4
COc1ccc(N/C=C(/C(C)=O)c2ccccc2)cc1	0	-5	2.4	-15	11	-8	-2	-1
O=C(c1ccco1)N1CCN(S(=O)(=O)c2ccccc2)CC1	0	-1	-1.7	10	-15	4	-3	2
CCN(CC)C(=O)c1[nH]cnc1C(=O)Nc1ccc(Cl)cc1	2	-8	-0.7	16	12	-8	-3	-5
C/C=C/Cn1c(SCc2ccc(Cl)cc2)nc2c1c(=O)[nH]c(=O)n2C	2	-7	-1.7	20	2	-6	-6	-10
C/C(=N/Nc1ccc(C(=O)O)cc1)c1ccc(O)c(O)c1O	-1	2	0.6	47*	-3	-6	3	-1
Cn1c(CCN2CCCCC2)nc2cc([N+](=O)[O-])ccc21	-3	-2	-1.0	22	0	13	-11	2
COCCN(C(=O)CCCC(=O)Nc1ccccn1)C(C(=O)NC1CCCCC1)c1ccc(C)cc1 (stereo unspecified)	2	-5	-5.2	18	2	-6	-8	4
O=C(c1ccc(C(=O)N2CCN(c3ccccc3F)CC2)nc1)N1CCN(c2ccccc2F)CC1	-2	-7	1.4	10	-15	1	-8	7
CCNS(=O)(=O)c1ccc(NC(=O)c2ccc(Cn3cc(Br)cn3)o2)cc1	-2	-5	1.8	-2	8	5	-7	-3
Cc1ccccc1Cn1cnc2c(oc3ccccc32)c1=O	1	3	4.2	11	-16	-15	2	2
Nc1cc(Cl)nnc1Cl	1	6	-0.8	3	-7	-1	5	-2
O=C(c1ccc(Cn2cnnn2)cc1)N1CCCC(Nc2ccc(F)c(F)c2)C1 (stereo unspecified)	2	-5	-0.6	16	5	-8	-5	-51
CC(C)(C(=O)Nc1nccs1)c1ccccc1	-2	-4	1.3	2	18	15	-2	3
O=C(O)c1cc(-c2ccccc2Cl)n(-c2ccccc2)n1	-1	6	1.4	6	12	-26	-1	6
Cc1cccc(-c2nc(CS(=O)CC(=O)NC3CCCCC3)c(C)o2)c1 (stereo unspecified)	-2	-10	-1.2	21	-2	14	-2	-1
Cc1ccc(C)c(OCCC(=O)Nc2cccc(S(=O)(=O)N3CCCCC3)c2)c1	-2	-20	3.2	7	19	-19	2	-11
CC[C@]12c3[nH]c4ccccc4c3CCN1C(=O)C(CC(=O)NCc1cccc(C(F)(F)F)c1)C[C@@H]2C(=O)N1CCN(C(=O)c2ccco2)CC1 (stereo partly specified)	-2	-6	0.4	17	9	-26	-3	-1
CC(C)CCNC(=O)COC(=O)/C=C/c1ccc2ccccc2n1	-2	0	-2.3	-3	-1	-4	5	4
O=C(O)CCCC(=O)OCc1c(-c2ccccc2)ncc2ccccc12	1	-6	-2.1	5	-14	-10	-5	-1
CC(OC(=O)Cn1c(C(F)(F)F)nc2ccccc21)C(N)=O (stereo unspecified)	5	-14	0.5	19	-29	-7	-10	-8
Cc1ccc(C(=O)Oc2coc(CSc3nnc(NC(=O)c4cccs4)s3)cc2=O)cc1	0	7	-1.8	-20	-47	3	16	-2
COC(=O)c1cc(C(=O)N(Cc2ccccc2)c2ccccn2)cc([N+](=O)[O-])c1	0	-12	1.0	8	-1	-8	-5	-14
O=C(C1CCC(=O)N(C2CC2)C1)N1CCC(Oc2cccc(C(F)(F)F)c2)CC1 (stereo unspecified)	1	-1	-0.3	3	8	12	-5	-6
c1ccc(CCNc2ccc3c(c2)Cc2ccccc2-3)nc1	-17	-3	2.4	0	20	/	-5	/
Cc1ccc(S(=O)(=O)CC(O)COc2ccc(F)cc2Cl)c(C)c1 (stereo unspecified)	3	-5	-1.6	11	0	10	1	6
COc1ccc(CCN2C(=NC(C)=O)SC3CS(=O)(=O)CC32)cc1OC (stereo unspecified)	2	-2	2.6	0	2	-12	2	0
C=CCOc1ccc2ccccc2c1/C=N/O	-1	25	6.2	-15	-7	-20	2	1
O=C(CN1CCCCCC1)N/N=C/c1ccc2ccccc2c1	0	-1	1.5	3	-5	/	9	/
NC(=O)c1ccc(-c2noc(-c3ccccc3F)n2)cc1	-2	15	-1.2	16	-2	74*	-4	77*
N/C(=N\OC(=O)CC1CCCCC1)c1ccc(Br)cc1	0	-3	-0.9	2	7	-7	-4	-2
CSc1ccccc1C(=O)OCC(=O)N1CCCCCC1	0	-3	1.6	1	-5	3	-4	1
Cc1cccn2cc(COc3ccc(-c4ccccc4)cc3)nc12	-13	3	-0.1	-6	-4	/	2	/
c1ccc(COc2ccc(OCCN3CCCCC3)cc2)cc1	-2	-1	0.2	23	1	24	10	-3
OCCC1CN(Cc2cccn2-c2ncccn2)CCN1Cc1ccc(F)cc1 (stereo unspecified)	0	-6	1.2	-4	-7	0	-9	8
O=C(Oc1cccc2ccccc12)c1cc(Cl)nc2ccccc12	14*	0	-1.7	19	34	8	6	-10
COc1ccc(NC(=O)COC(=O)c2cc(SC)ccc2Cl)c(OC)c1	4	6	-7.7	-1	-14	-7	-7	4
CC(C)=CCc1c(O)cc(O)c2c(=O)c(O[C@@H]3O[C@@H](C)[C@H](O)[C@@H](O)[C@H]3O)c(-c3ccc(O)cc3)oc12	-3	-12	-3.7	24	-11	-21	-2	2
CC(OC(=O)c1ccccc1Br)C(=O)Nc1nc(-c2cccc([N+](=O)[O-])c2)cs1 (stereo unspecified)	0	-3	-6.3	17	0	15	5	1
Cc1ccc2nc(N/N=C/c3ccccc3C#N)nc(-c3ccccc3)c2c1	-1	7	0.7	-222	14	3	-1	7
COc1ccc(-c2cc(C(F)(F)F)nc(SCCC(=O)NCc3ccco3)n2)cc1	-2	0	/	/	-6	7	2	4
COC(=O)c1cc(NC(=O)Cc2ccc(OC)cc2)cc(C(=O)OC)c1	-3	-15	-3.4	38	3	-12	-13	5
Cc1cc(=O)oc(C)c1C(=O)NCc1cccnc1	-1	-4	-1.4	8	-1	-10	-8	5
O=C(NCC(=O)N(CCN1CCOCC1)C(C(=O)NC1CCCC1)c1cccs1)c1ccco1 (stereo unspecified)	2	-12	-0.5	20	0	-7	-1	-9
CC(SCc1ccccc1)C(=O)N/N=C/c1ccc2c(c1)OCO2 (stereo unspecified)	2	-10	-1.2	9	20	-16	8	0
COc1c(C)cc(C(=O)C2CCCN(Cc3ccc(Oc4ncccn4)cc3)C2)cc1C (stereo unspecified)	-1	15	0.6	19	1	-12	-6	-1
CCOC(=O)c1c(NC(=O)OC)sc(C(=O)N(C)C)c1C	1	1	1.8	-35	18	-11	-4	-1
CCOC(=O)COc1cc(OCC(=O)OCC)c2c(=O)cc(-c3ccccc3)oc2c1	0	-14	0.0	-118	14	-1	-4	6
Cc1sc(NC(=O)c2ccccc2)c(C(=O)N2CCN(C)CC2)c1C	0	6	-1.7	2	-15	1	-4	-4

Next part:
SMILES	NR3A LBD binder	ATG4B inh	MPTP block	SENP8 block	PfGluPho inh	SENP6 inh	HKDC1 inhibitor	SENP7 inh
CN(C1CCS(=O)(=O)C1)S(=O)(=O)c1cccc2nsnc12 (stereo unspecified)	0	-5	-6.5	20	-5	-12	0	11
Cc1cc(OCCCCOc2ccc(C#N)cc2)ccc1[N+](=O)[O-]	-2	-5	26	15	2	-29	-1	1
O=c1c2ccccc2nc2n1C(CSc1ccccc1)CS2 (stereo unspecified)	-1	4	-1.1	4	1	9	0	0
Cc1c(Cl)cccc1NC(=S)N(CCCN1CCOCC1)Cc1ccco1	0	1	-0.1	6	24	-11	1	-7
COc1cc(/C(C)=N/NC(=O)CSc2nncn2C)ccc1OCc1ccccc1Cl	1	4	26	9	9	-13	-14	-5

Nothing new here: an excerpt of the list.
SMILES	NR3A LBD binder	ATG4B inh	MPTP block	SENP8 block	PfGluPho inh	SENP6 inh	HKDC1 inhibitor	SENP7 inh
COCCN(C(=O)CCCC(=O)Nc1ccccn1)C(C(=O)NC1CCCCC1)c1ccc(C)cc1 (stereo unspecified)	2	-5	-5.2	18	2	-6	-8	4
O=C(c1ccc(C(=O)N2CCN(c3ccccc3F)CC2)nc1)N1CCN(c2ccccc2F)CC1	-2	-7	1.4	10	-15	1	-8	7
CCNS(=O)(=O)c1ccc(NC(=O)c2ccc(Cn3cc(Br)cn3)o2)cc1	-2	-5	1.8	-2	8	5	-7	-3
Cc1ccccc1Cn1cnc2c(oc3ccccc32)c1=O	1	3	4.2	11	-16	-15	2	2
Nc1cc(Cl)nnc1Cl	1	6	-0.8	3	-7	-1	5	-2
O=C(c1ccc(Cn2cnnn2)cc1)N1CCCC(Nc2ccc(F)c(F)c2)C1 (stereo unspecified)	2	-5	-0.6	16	5	-8	-5	-51
CC(C)(C(=O)Nc1nccs1)c1ccccc1	-2	-4	1.3	2	18	15	-2	3
O=C(O)c1cc(-c2ccccc2Cl)n(-c2ccccc2)n1	-1	6	1.4	6	12	-26	-1	6
Cc1cccc(-c2nc(CS(=O)CC(=O)NC3CCCCC3)c(C)o2)c1 (stereo unspecified)	-2	-10	-1.2	21	-2	14	-2	-1
Cc1ccc(C)c(OCCC(=O)Nc2cccc(S(=O)(=O)N3CCCCC3)c2)c1	-2	-20	3.2	7	19	-19	2	-11
CC[C@]12c3[nH]c4ccccc4c3CCN1C(=O)C(CC(=O)NCc1cccc(C(F)(F)F)c1)C[C@@H]2C(=O)N1CCN(C(=O)c2ccco2)CC1 (stereo partly specified)	-2	-6	0.4	17	9	-26	-3	-1
CC(C)CCNC(=O)COC(=O)/C=C/c1ccc2ccccc2n1	-2	0	-2.3	-3	-1	-4	5	4
O=C(O)CCCC(=O)OCc1c(-c2ccccc2)ncc2ccccc12	1	-6	-2.1	5	-14	-10	-5	-1
CC(OC(=O)Cn1c(C(F)(F)F)nc2ccccc21)C(N)=O (stereo unspecified)	5	-14	0.5	19	-29	-7	-10	-8

This is a random part of the collection; overall some 6.9% were active at least once.
